# TbPYK inhibitor: qHTS of Trypanosoma Brucei Inhibitors; Potency, µM (highest dose often 76.8 µM), inactives show at the top dose activity, negative = inhibition, most hits filed as inhibitors; AID 624173, 2012; TbPYK enzyme, Kinase-Glo Plus ATP luminescence, 45 min; actives 0.12% (n = 410,000); pyruvate kinase (Trypanosoma brucei), Q57TT1; active means well fitted inhibition curve with a large enough effect; inconclusive means small, poorly fitted or top-dose-only effect; further: nearly all actives have a fitted effect of over 50% in size
#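 In this concentration-response screen, enzyme-free wells defined baseline while DMSO plates tracked drift. Each reaction combined TbPYK, substrate, compound and 130 uM ADP for 45 min at room temperature. Kinase-Glo Plus luminescence gave the signal.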
# Starred values were filed as active, the others as inactive; ? = inconclusive; & = joins results of further samples; [ ] = another dose, or the depositor's remark. On the % scale 0 is the no-effect control and ±100 the full control effect; potency means the concentration at half of the fitted maximal effect.
SMILES	TbPYK inhibitor
Cc1ccc(-c2nc(NC(=O)CSc3nc(C)nc4sc5c(c34)CCCC5)ns2)cc1	-6%
CCOC(=O)C1=CCN(S(=O)(=O)c2ccc(C)cc2)C1c1ccc(Cl)cc1 (stereo unspecified)	2%
COc1ccc(CNC(=O)c2c(O)nc3c(C)cccn3c2=O)cc1	-7%
CCc1ccc(NC(=O)C2CCN(c3ccc(Sc4ccc(C)cc4)nn3)CC2)cc1	-5%
O=C(NCCCc1ccccc1)c1nn(-c2ccccc2F)nc1CO	5%
CC(C)Nc1ncnc2c1ncn2[C@H]1CN(Cc2ccc(-c3ccccc3)cc2)C[C@@H](CO)O1	0%
CNc1nc(Oc2ccc(=O)[nH]n2)nc(N2CCOCC2)n1	-3%
COc1cc([N+](=O)[O-])ccc1NC(=O)c1nc2ccccc2n(C)c1=O	2%
COc1ccccc1Nc1sc(C(=O)c2ccc3c(c2)OCO3)c(N)c1S(=O)(=O)c1ccccc1	1%
Cc1ccccc1CN1CCCN(CC(=O)Nc2ccc3c(c2)OCCO3)S1(=O)=O	4%
COc1ccc(NC(=O)c2sc(=O)n(Cc3ccccc3C#N)c2C)cc1OC	-1%
Cc1ccc(NC(=O)CSc2nnc(-c3ccc([N+](=O)[O-])cc3)o2)c(C)c1	3%
O=C(c1cnccn1)N1CCC2(CCCN(c3cccc(-c4ccccc4)c3)C2)CC1	12%
COCCNc1nc(Oc2cccc3ccccc23)c2sccc2n1	-6%
CCOc1ccc(-c2cccc(NS(=O)(=O)c3ccc(Cl)s3)c2)nn1	-6%
Cc1ccsc1C(=O)N1CCCCCC1(C)C(=O)NCC(C)C (stereo unspecified)	1%
COc1cc(Cn2c3ccc(NC(=O)CC(C)C(F)(F)F)cc3c(=O)n2C)ccc1F (stereo unspecified)	8%
CCOC(=O)[C@]12CCCC=C1N(Cc1cccc3ccccc13)C(=O)[C@H](CC(=O)NCc1ccccc1)C2	-4%
O=C(CN1C(=O)C2(SCC(=O)N2c2ccc(Cl)cc2)c2ccccc21)NCCc1ccccc1 (stereo unspecified)	-1%
O=S(=O)(c1ccc2nc(NCc3ccccc3Cl)ccc2c1)N1CCCCC1	-4%
CC(C)Cc1nnc(NS(=O)(=O)c2ccccc2)s1	-5%
CC(C)C[C@@H]1COc2cccc(N(C)CCO)c2S(=O)(=O)N1	1%
O=C(NCc1ccccc1)C1CCC(CNS(=O)(=O)c2ccc(Br)s2)CC1 (stereo unspecified)	1%
COc1cc(NC(=O)c2ccc(-c3nc(COc4ccccc4)c(C)o3)cc2)cc(OC)c1	0%
O=C(Cn1c(-c2cccs2)cc2ccccc21)NCCCN1CCN(c2ccccc2F)CC1	8%
COc1ccc(CNC(=O)C(=O)NCC(c2cccs2)S(=O)(=O)c2ccc(C)cc2)cc1 (stereo unspecified)	3%
COC(=O)Cc1c(C)c2ccc3c(c2oc1=O)CN(Cc1ccc(Cl)cc1)CO3	-1%
CCOC(=O)[C@]12CCC=C1N(Cc1ccco1)C(=O)[C@H](CC(=O)NCCc1ccccc1OC)C2	-18%
CCN(CC)C(=O)Cn1cc(SCC(=O)Nc2cc(OC)ccc2OC)c2ccccc21	2%
CC(O)(c1ccccc1)c1nc(/C=C/c2ccccc2)cs1 (stereo unspecified)	-1%
O=C(CN1C(=O)COc2ccc(Cl)cc21)Nc1cccc(C(=O)O)c1	2%
C=C1C(=O)[C@]23C[C@H]1CCC2[C@]1(C)CCC[C@@](C)(C(=O)O)C1C[C@@H]3O (stereo partly specified)	-2%
C[C@@H]1CN([C@@H](C)CO)C(=O)CCCn2nncc2CO[C@@H]1CN(C)S(=O)(=O)c1ccccc1C#N	3%
COc1ccc(CCNC(=O)c2c(C)oc3ncnc(N4CCOCC4)c23)c(OC)c1	20%
CC(C)C(NS(=O)(=O)c1ccc2c(c1)oc(=O)n2C)C(=O)NCCc1ccc(Cl)cc1 (stereo unspecified)	0%
CC(=O)N1CCc2c(sc3c2c(=O)n(-c2ccccc2Cl)c(=O)n3Cc2cccc(C)c2)C1	2%
COc1cccc(C(=O)n2nc(-c3ccco3)nc2NCc2cccs2)c1	-1%
CCOC(=O)c1c(C)[nH]c(CCC(=O)NCCCN2CCN(c3ccccc3F)CC2)c1C	2%
Cc1cc(N2CCC(C)CC2)nc2ccc(NC(=O)/C=C/c3cccc(Cl)c3)cc12	-10%
C[C@H](CO)N1C[C@H](C)[C@@H](CN(C)Cc2ccc(-c3ccccc3)cc2)Oc2ncc(C#C[C@@H](C)O)cc2C1=O	4%
CC(=O)c1ccc(N2CCN(C(=O)CS(=O)(=O)c3cccc4nsnc34)CC2)cc1	-2%
CCOC(=O)C1CCCN(c2nc3c(S(=O)(=O)c4ccc(Br)cc4)nnn3c3ccsc23)C1 (stereo unspecified)	-9%
CCc1nc2ccc(C(=O)NCCOc3ccc(OC)cc3)cn2c1N(C)Cc1nccn1C	-3%
CCCCCOc1ccc(C(=O)N(Cc2ccccc2)C2CCS(=O)(=O)C2)cc1 (stereo unspecified)	-9%
O=C(CCS(=O)(=O)c1nc(-c2ccc3c(c2)OCO3)cc(C(F)(F)F)n1)Nc1ccc(F)c(Cl)c1	3%
C[C@@H]1CN([C@@H](C)CO)C(=O)CCCn2nncc2CO[C@H]1CN(C)C(=O)CCC(F)(F)F	5%
COc1ccc(-n2nc3cc(C)c(NC(=O)COc4cccc(C)c4)cc3n2)cc1	-10%
O=C(Cn1cc(S(=O)(=O)c2ccccc2)c(=O)c2cc3c(cc21)OCO3)Nc1ccc(Cl)cc1	-7%
Cc1ccc(CNC(=O)c2ccc3nc(SCc4ccc(F)cc4)[nH]c3c2)cc1	3%
Cc1ccc(CSc2nc(-c3ccc(C(C)(C)C)cc3)nc3cc(=O)[nH]n23)cc1	-5%
COC(=O)c1c(NC(=O)c2ccc(Cl)c(Cl)c2)sc2c1CCCC2	0%
Cc1cc(C)c(NC(=O)Cn2nnc(-c3ccccc3)n2)c(C)c1	-1%
CCc1ccccc1NC(=O)Cn1cc(C(=O)c2ccncc2)c(=O)c2cc(C)ccc21	1%
Cc1ccc(-n2ncc(C(=O)NCCc3ccsc3)c2C2CCN(C(=O)OC(C)(C)C)CC2)c(C)c1	0%
COc1ccc(C(=O)Nc2ccc(OCc3cc(=O)n4ccsc4n3)cc2)cc1OC	-5%
Cc1cccc(NC(=O)CSc2nnc3c4ccccc4n(C)c3n2)c1	1%
O=C(c1ccc(F)cc1)N1CCN(S(=O)(=O)c2ccc3c(c2)OCCO3)CC1	-1%
Cc1ccccc1NC(=O)C(Cc1ccccc1)N1Cc2ccccc2C1=O (stereo unspecified)	1%
CCc1ccccc1NC(=O)CC(C)S(=O)(=O)c1ccc2c(c1)NC(=O)CO2 (stereo unspecified)	0%
Cc1ccccc1CS(=O)(=O)CC1Nc2ccc(C(=O)NCc3ccc(Cl)cc3)cc2NC1=O (stereo unspecified)	8%

# Next structures:
SMILES	TbPYK inhibitor
COc1ccc(Nc2nnc(-c3ccc(C)c(S(=O)(=O)N4CCN(C)CC4)c3)c3ccccc23)cc1	-4%
CC(C)NC(=O)CN1C(=O)COc2ccc(S(=O)(=O)N3CCCCCC3)cc21	0%
Cc1ccc(OCc2cc(C(=O)N(C)Cc3cnn(C)c3)no2)cc1C	4%
CCOc1ccc(-c2nc(SCC(=O)NC3CCCC3)c(-c3ccccc3)[nH]2)cc1OC	-2%
Cc1csc2nc(COc3ccc(NC(=O)COc4ccc(F)cc4)cc3)cc(=O)n12	-2%
C[C@H]1Cn2cnc(C(=O)N[C@@H](Cc3c[nH]c4ccccc34)C(=O)OC(C)(C)C)c2C(=O)N1	2%
CCN(Cc1ccccc1)C(=O)c1cc(-c2ccccc2)n[nH]1	-5%
CC1Cc2[nH]c(=S)[nH]c(=O)c2C(C)O1 (stereo unspecified)	-4%
CC1CCCCN1C(=O)c1cc(-c2ccc(Br)cc2)on1 (stereo unspecified)	-3%
Cc1ccc(-c2nc(CNC(=O)NC3CCCCC3)c(C)o2)cc1	0%
Cc1cc(C(=O)N2CCC2(C)C(=O)NCc2cccc3ccccc23)nn1C (stereo unspecified)	-5%
COc1ccc(NC(=O)c2ccc(CN3C(=O)CCn4nc(C)cc43)cc2)c(OC)c1	-8%
O=C(COc1ccc2ccccc2c1)NC1CC(=O)N(c2ccc(F)cc2)C1 (stereo unspecified)	-2%
COC(=O)CN1C(=O)CSc2ccc(S(=O)(=O)Nc3ccc(F)c(Cl)c3)cc21	1%
O=C(Nc1ccccc1)N1CC2(CCN(C(=O)c3cnccn3)CC2)C1	-7%
CCCSCCCNC(=O)Cn1c(-c2cccs2)cc2ccccc21	-6%
CCc1cccc(-n2c(=O)c3cccnc3n2CC(=O)NCc2ccc(C)cc2)c1	7%
Cc1nnc(N2CCC(C(=O)NCCC(C)C)CC2)c2nn(-c3ccc(Cl)cc3)c(C)c12	6%
CCOC(=O)CNC(=O)c1cc2c(=O)n(CC)c3ccccc3c2s1	3%
Cc1cc(Cl)ccc1NC(=O)CN1C(=O)COc2ccc(S(=O)(=O)Nc3ccccc3)cc21	6%
Cc1ccc(-n2c(=O)c3c(c4cc(C)ccc4n3C)n(CC(=O)NCC3CCCO3)c2=O)cc1 (stereo unspecified)	-1%&3%
COC(=O)C1CCN(S(=O)(=O)c2cc3c4c(c2)C(C)C(=O)N4CCC3)CC1 (stereo unspecified)	-6%
CCCOC(=O)c1c(NC(=O)C2c3ccccc3Oc3ccccc32)sc2c1CCCC2	5%
Cc1ccc(C(=O)c2oc3ccccc3c2NC(=O)C(C)Oc2ccccc2Cl)cc1 (stereo unspecified)	-1%
Cc1cccc(OCC(=O)Nc2cccc3cccnc23)c1C	-6%
Cc1ccc(Cn2c(=O)n(CCc3ccccc3)c(=O)c3c(C)c(C)sc32)cc1	-4%
O=C1NC[C@H](CCCCN2C[C@H](Cc3ccc(O)cc3)N(CC3CCCCC3)C(=O)C2=O)N(CCc2ccc(O)cc2)C1=O	0%
NC(Cc1ccc(Cl)cc1)c1csc(Nc2cc(Oc3ccccc3)ncn2)n1 (stereo unspecified)	3%
CCCCc1nnc(SCc2cc(=O)c3cc(F)ccc3[nH]2)n1C	-1%
O=C1NCCN(Cc2ccc(F)cc2)C1=O	-5%
COc1cc(C(=O)OCc2cc(=O)n3nc(C(C)C)sc3n2)cc(OC)c1OC	-2%
Cn1c(=O)n(C)c2cc(N3CCOCC3)c(NS(=O)(=O)c3ccc(F)cc3)cc21	5%
Cc1nn(CC(=O)NC2CC2)c(=O)c2cc3cc(F)ccc3n12	0%
CCCCOc1ccccc1C(=O)N(Cc1sccc1C)C1CCS(=O)(=O)C1 (stereo unspecified)	0%
Cc1ccc2c(c1)-c1c(cnc3cc(-c4ccccc4)nn13)CO2	4%
COCCCNC(=O)CCCN1C(=O)CCn2nc(-c3cccn3C)cc21	1%
O=CN1CCN(C(=O)Cc2ccc(Cl)cc2)CC1	-4%
O=C(c1ccc2c(c1)OCCO2)N(Cc1cccnc1)c1nc2c(Cl)cccc2s1	7%
CCc1ccc(OC2(C)CCN(Cc3ccccc3OC(F)F)C2)cc1 (stereo unspecified)	1%
Cc1nn2c(=O)cc(COC(=O)c3ccc(NC(=O)COc4ccc(Cl)cc4)cc3)nc2s1	-17%
C[C@@H]1CN([C@H](C)CO)C(=O)CCCn2cc(nn2)CO[C@H]1CN(C)C(=O)Nc1cccc(C(F)(F)F)c1	2%
COc1ccc(CNC(=O)c2cccn2-c2nnc(N3CCCC3)s2)c(OC)c1	2%[15.4 µM]
Cc1ccc(NC(=O)c2cc(S(=O)(=O)N3CCCc4ccccc43)ccc2F)cc1F	3%
CCCOc1ccc(Oc2nc(NCC(C)C)nc(N3CCOCC3)n2)nn1	8%
CC(C)=NNc1cnnc2ccc([N+](=O)[O-])cc12	?
Cc1ccc(-n2ncc(C(=O)N3CCN(c4ccccn4)CC3)c2C2CCN(C(=O)OC(C)(C)C)CC2)cc1C	6%[15.4 µM]
COc1ccc(C(=O)N2CCC3(CCN(C(=O)Nc4cccc(C#N)c4)CC3)CC2)cc1	-6%

# Screens: PubChem BioAssay, National Center for Advancing Translational Sciences (NCATS)

# A portion of the library; count on the stated rates, not on these rows.
